Screening results deposited in PubChem BioAssay by The Scripps Research Institute Molecular Screening Center.
GPR151 activ = human GPR151 activation. Q8TDV0. PathHunter beta-arrestin GPR151 cells, luminescence. activation, % at 11.2 µM. 650,000 tested, 1% active; in the data active = activation above about 4.9%;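 note: 0% = median of compound wells and 100% = cells with positive control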
MITF inh = human MITF inhibition, primary screen; 650,000 tested, 0.91% active; inhibition, % at 2.6 µM; O75030; AID 1259374; AlphaScreen MITF homodimerization, bead proximity signal; in the data active = inhibition above about 50%;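 note: 0% = vehicle wells with protein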
FBW7 activator = activators of human E3 ligase FBW7 | Q969H0 | AID 1259310 | 650,000 tested, 0.13% active | normalized activity (activation), % at 26.1 µM | AlphaScreen FBW7–phospho-cyclin E peptide binding, activator screen; in the data active = normalized activity above about 1.9%;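 note: purified mutant Fbw7 with reduced substrate affinity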
Target sequence (Q969H0 whole entry, looked up): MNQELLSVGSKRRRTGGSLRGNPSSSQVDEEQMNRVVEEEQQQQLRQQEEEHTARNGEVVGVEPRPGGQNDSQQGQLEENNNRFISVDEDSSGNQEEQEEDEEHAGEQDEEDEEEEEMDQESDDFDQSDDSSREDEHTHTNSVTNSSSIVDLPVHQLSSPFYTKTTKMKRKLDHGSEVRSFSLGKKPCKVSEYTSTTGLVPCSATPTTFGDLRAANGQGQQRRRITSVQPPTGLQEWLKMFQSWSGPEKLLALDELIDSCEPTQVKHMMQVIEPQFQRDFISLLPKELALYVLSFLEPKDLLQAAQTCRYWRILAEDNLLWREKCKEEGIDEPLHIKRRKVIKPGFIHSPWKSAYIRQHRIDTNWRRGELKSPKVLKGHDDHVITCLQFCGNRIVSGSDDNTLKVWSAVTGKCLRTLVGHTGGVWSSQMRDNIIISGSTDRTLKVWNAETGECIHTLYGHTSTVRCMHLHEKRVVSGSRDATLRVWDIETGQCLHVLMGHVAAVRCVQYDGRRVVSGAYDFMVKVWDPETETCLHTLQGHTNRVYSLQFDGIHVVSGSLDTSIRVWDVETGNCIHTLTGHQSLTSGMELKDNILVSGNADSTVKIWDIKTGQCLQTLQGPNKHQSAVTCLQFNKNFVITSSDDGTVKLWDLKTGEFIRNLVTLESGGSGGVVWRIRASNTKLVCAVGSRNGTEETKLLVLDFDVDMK
TEAD-YAP inh = TEAD-YAP interaction inhibition. HEK-TIYL cells, TEAD-Gal4/YAP UAS-luciferase luminescence. inhibition, % at 9.12 µM. 640,000 tested, 1.4% active. AID 1259422; in the data active = inhibition above about 32%;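 note: 0% = median of test compound wells and 100% = reference inhibitor wells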
Numbers without * were called inactive; & = joins results of further samples. The order is random; about 3.5% have a hit in one of these screens.

Molecule,GPR151 activ,MITF inh,FBW7 activator,TEAD-YAP inh
CCOC(=O)c1oc2ccc(Cl)cc2c1NC(C)=O,-1.4,-7,0.2,-5
Cc1ccc(-n2c(SCC(=O)N3CCOCC3)nc(O)cc2=O)cc1,-0.5,0,0.5,6
O=S(=O)(Cc1ccccc1)n1ccnc1,-0.1,-13,-0.1,-7
O=C(O)CN1C(=O)CN(Cc2ccco2)C(=O)C1c1ccc(Cl)cc1 (stereo not drawn),-0.3,-18,0.5,-2
CS(=O)(=O)NC1CCC(Nc2cc(Nc3ccccc3C(N)=O)c(C(F)(F)F)cn2)CC1 (stereo not drawn),-2.1,11,0.8,98*
O=C(Nc1ccc(N2CCC(NCCc3ccccn3)CC2)cc1)c1cccc(Cl)c1,-0.9,14,-0.4,-24
CCCOC(=O)c1ccc(Nc2nc3ccccc3n3c(C)nnc23)cc1,-1.0,6,0.0,3
Cc1c(NC(=O)c2ccccc2NC(=O)c2ccccc2)cccc1C(=O)O,4.2,3,0.0,3
COc1ccc2c(c1)OC(C)CN(CC(=O)N(Cc1ccccc1)C[C@@H]1CCC(=O)N1)C2 (stereo partly drawn),-0.6,6,0.2,2
COC(=O)C1=CN(c2ccc(C(=O)OC)cc2)C=C(C(=O)OC)C1c1ccc(Cl)cc1,-1.4,9,-0.1,4
CCC(CC)C(=O)N(c1ccc(C(C)C)cc1)C1C=CS(=O)(=O)C1 (stereo not drawn),0.1,12,0.0,-2
Cc1nc2nc3ccccc3nc2n1-c1ccc(F)cc1,-1.3,25,0.1,-5
COc1cccc(OCCCN2CCN(S(=O)(=O)c3ccc(NC(C)=O)cc3)CC2)c1,-0.6,-18,-0.2,8
Brc1ccc(CSc2ncnc3ccccc23)cc1,0.6,-6,0.1,-12
CC(=O)NCCCOc1cccc(CN(C)C2CCCCC2)c1,-1.3,-7,-0.1,-12
CC1CCN(S(=O)(=O)c2ccc(F)c([N+](=O)[O-])c2)CC1,-0.3,10,0.8,6
c1ccc(CN2CCC(Nc3ccnc(Nc4cnccn4)n3)CC2)cc1,0.5,-3,0.0,16
N#Cc1ccccc1S(=O)(=O)N1CCN(C(=O)C2CCCCC2)CC1,-1.4,-7,0.0,0
Cc1cccc(N2C(=O)CN(C(C)C)C(=O)C2c2ccc(F)cc2)c1C (stereo not drawn),-1.7,36,0.1,2
Nc1c(C(=O)N2CCCC2)sc2nc(-c3ccco3)c3c(c12)CCCC3,-2.0,24,-0.9,-6
O=c1cc(O)c2c(=O)n3c4c(cccc4c2o1)CC3,-0.1,12,-0.1,-7
CCOc1ccc(C(=O)CCNC(CC(=O)O)C(=O)O)cc1 (stereo not drawn),-0.7,-3,0.5,2
O=[N+]([O-])c1cc(Oc2ccccc2)cc(Oc2ccc(I)cc2)c1,-0.6,16,0.7,-4
Cc1cc(C)c(C(=O)CC(N2CCCCC2)C(F)(F)F)c(=O)[nH]1 (stereo not drawn),1.0,6,0.0,3
O=C(N1CCCc2ccccc21)C12CC3CC(CC(C3)C1)C2,1.8,-8,0.1,-2
Cc1ccc2oc(-c3ccc(Cl)c(N)c3)nc2c1,-9.6,7,0.4,68*
CCCCC1C(=O)N(c2ccccc2)N(c2ccc(O)cc2)C1=O (stereo not drawn),0.6&-1.9,-8&26,-0.2&0.2,-10
O=c1nc2n3ccsc3ncc-2s1,0.2,18,0.0,3
O=C(Nc1cccc(Cl)c1)c1ccc2c(=O)n(-c3ccccc3)c(SCc3nc4ccccc4[nH]3)nc2c1,-0.3,-5,0.0,-16
Cc1ccc(C2=NN(CC(=O)N3CCN(c4ccccc4)CC3)C(=O)CC2)cc1,0.2,6,0.0,7
O=[N+]([O-])c1cc(F)c(N2CCCC2)cc1N1CCCC1,0.2,18,-0.2,8
O=C(N1CCCCC1)N1CCN(C(=O)N(c2ccccc2)c2ccccc2)CC1,1.7,10,0.0,-4

(list continues)
The line under a structure holds: GPR151 activ | MITF inh | FBW7 activator | TEAD-YAP inh
> C=CCn1c(=NC(C)=O)sc2cc([N+](=O)[O-])ccc21
    1.9 | -3 | -0.1 | 0
> O=C(CCc1ccccc1)NC(=S)Nc1ccc2c(c1)C(=O)OC2
    0.3 | 80* | 0.1 | 5
> COC1=C(N2CCOCC2)C(=O)c2ccccc2C1=O
    -1.2 | 6 | -0.5 | 5
> CC1(C)CC(=O)C2=C(C1)OC(N)=C(C#N)C2c1ccc2c(c1[N+](=O)[O-])OCO2 (stereo not drawn)
    0.4 | -8 | -0.2 | -9
> Cc1ccc(/C=C2/Sc3ccccc3N(CC(=O)NCCCOC(C)C)C2=O)cc1
    0.0 | 1 | 0.1 | -2
> CCOc1ccccc1NC(=O)CN1C(=O)CCc2ccccc21
    1.8 | 4 | -0.3 | -8
> COc1ccccc1/C=C/CN1CCNC(=O)C1CC(=O)N1CCCO1 (stereo not drawn)
    0.0 | 13 | -0.1 | 6
> N=C1/C(=C\c2ccco2)C(=O)N=C2SC(Cc3cccs3)=NN12
    -1.0 | 8 | 0.1 | 1
> COc1cccc2cc(C(=O)OCC(=O)Nc3ccc4ccccc4c3)c(=O)oc12
    0.1 | 0 | 0.1 | -26
> COc1ccccc1-c1nc2s/c(=C/c3ccc([N+](=O)[O-])cc3)c(=O)n2n1
    0.4 | 5 | 0.2 | -4
> COC(=O)C1=C(C)NC(=O)NC1c1ccc(OCCO)c(OC)c1 (stereo not drawn)
    2.8 | 10 | 0.2 | 13
> O=C(NCCN1CCOCC1)c1cc(Cl)nc2ccccc12
    0.9 | 4 | 0.0 | -11
> O=S1(=O)NC(=NC2CC2)c2ccccc21
    -0.7 | 9 | 0.1 | -5
> O=C(Nc1cccc(-c2ccn[nH]2)c1)C1CCN(Cc2ccc3nonc3c2)CC1
    3.1 | 7 | -0.1 | 12
> CCCCC1=NN2C(=N)/C(=C/c3cc(Cl)c(OCCOc4ccc(OC)cc4)c(OC)c3)C(=O)N=C2S1
    -0.9 | 12 | 0.1 | -18
> O=C(Nc1ccc(-c2nc3ccccc3o2)c(O)c1)c1cccc2ccccc12
    2.0 | 15 | -0.1 | -6
> O=C1c2ccc3c4c(ccc(c24)C(=O)N1CCO)CC3
    2.1 | 0 | -0.1 | -11
> Cc1nc(N2CCN(C)CC2)c2c(C)c(C(=O)Nc3ccc(Br)cc3C)sc2n1
    -1.2 | -3 | -0.1 | -3
> c1ccc(Nc2nc(Nc3ccncc3)nc3nc[nH]c23)cc1
    0.1 | -5 | 0.2 | 25
> CC(C(=O)OCC(=O)Nc1ccc(SC(F)F)cc1)N1C(=O)c2ccccc2C1=O (stereo not drawn)
    5.8* | 0 | 0.0 | -4

Part of the list above, limited to MITF inh and TEAD-YAP inh:
SMILES,MITF inh,TEAD-YAP inh
COC1=C(N2CCOCC2)C(=O)c2ccccc2C1=O,6,5
CC1(C)CC(=O)C2=C(C1)OC(N)=C(C#N)C2c1ccc2c(c1[N+](=O)[O-])OCO2 (stereo not drawn),-8,-9

The listing continues.
The line under a structure holds: GPR151 activ | MITF inh | FBW7 activator | TEAD-YAP inh
> COCc1ccc([C@@H]2C[C@H]3CN(c4ccccc4)C(=O)[C@]34CCCN24)o1
    5.6* | 1 | -0.1 | 6
> CCc1c(C)sc2ncn(C3CCN(C(=O)CCN4CCCC4=O)CC3)c(=O)c12
    0.5 | 4 | 0.0 | 5
> CN(C)CCN(Cc1cc2cc3c(cc2[nH]c1=O)OCO3)C(=O)Nc1ccccc1F
    -0.3 | 7 | 0.2 | -4
> COC(=O)C1=C(C(=O)OC)SC(=C2C(=S)C(C)(C)Nc3ccc(OC)cc32)S1
    -0.7 | 43 | -0.2 | 5
> O=c1nc(SCc2ccccn2)c2c([nH]1)CCC2
    0.1 | -4 | 0.0 | 0
> COc1ccc(NC(=O)COc2ccc([N+](=O)[O-])cc2)cc1OC
    1.3 | 4 | 0.3 | 1
> COc1ccc(/C=N/Nc2cc(C)nc(-c3ccccc3O)n2)c(OC)c1
    -1.0 | -14 | -0.1 | 1
> O=C(/C=C/c1cccc([N+](=O)[O-])c1)Nc1cccc2ccccc12
    1.4 | -3 | -0.1 | -8
> Cc1ccc(-c2nc(CSCC(=O)N3CCCC3)c(C)o2)cc1
    -0.8 | 7 | 0.0 | -2
> CCC(CC)NCC(O)COc1ccc(Br)cc1 (stereo not drawn)
    -0.2 | 22 | -0.2 | 4
> CSc1ccccc1N1C(=O)CN(Cc2cnc(C)[nH]2)CC1C (stereo not drawn)
    -0.2 | 13 | 0.1 | 13
> CC(C(=O)NCc1ccccc1)N(c1ccc(Cl)cc1)S(C)(=O)=O (stereo not drawn)
    -0.8 | 8 | 0.3 | 0
> Cc1nc2c(C(=O)O)cnn2c(C)c1Cc1cccc(Cl)c1
    -0.4 | -1 | 0.0 | -2
> Cc1ccc(-n2cc(CN3CCN(CCC(C)C)C(CCO)C3)cn2)cc1 (stereo not drawn)
    -0.7 | 9 | 0.0 | -1
> Cc1cc(N2CCNCC2)n2c(n1)nc1ccccc12
    0.9 | -2 | 0.0 | -1
> CCOC(=O)C1=C(C)N=c2s/c(=C\c3ccc(OC(C)=O)cc3OC(C)=O)c(=O)n2C1c1cccs1 (stereo not drawn)
    -0.2 | -13 | -0.2 | -5
> Cc1cc(NC(=O)CSc2nnc(C)c(=O)n2N)no1
    -3.5 | 11 | -0.2 | -2
> CC(Cc1cccnc1)NC(=O)Cn1nnnc1CN(C)C(C)C (stereo not drawn)
    1.0 | 19 | 0.2 | 8
> O=C(Oc1ccccc1N1C(=O)C2C3CCC(C3)C2C1=O)c1ccccc1Cl (stereo not drawn)
    0.3 | -3 | -0.1 | 4
> Clc1ccc(CO/N=C2\CCCc3nonc32)c(Cl)c1
    -0.6 | -9 | 0.8 | -3

By substructure, those above with an aryl thioether with sulfur outside any ring
The line under a structure holds: GPR151 activ | MITF inh | FBW7 activator | TEAD-YAP inh
> Cc1ccc(-n2c(SCC(=O)N3CCOCC3)nc(O)cc2=O)cc1
    -0.5 | 0 | 0.5 | 6
> Brc1ccc(CSc2ncnc3ccccc23)cc1
    0.6 | -6 | 0.1 | -12
> O=C(Nc1cccc(Cl)c1)c1ccc2c(=O)n(-c3ccccc3)c(SCc3nc4ccccc4[nH]3)nc2c1
    -0.3 | -5 | 0.0 | -16
> CC(C(=O)OCC(=O)Nc1ccc(SC(F)F)cc1)N1C(=O)c2ccccc2C1=O (stereo not drawn)
    5.8* | 0 | 0.0 | -4
> O=c1nc(SCc2ccccn2)c2c([nH]1)CCC2
    0.1 | -4 | 0.0 | 0
> CSc1ccccc1N1C(=O)CN(Cc2cnc(C)[nH]2)CC1C (stereo not drawn)
    -0.2 | 13 | 0.1 | 13
> Cc1cc(NC(=O)CSc2nnc(C)c(=O)n2N)no1
    -3.5 | 11 | -0.2 | -2

Further entries
The line under a structure holds: GPR151 activ | MITF inh | FBW7 activator | TEAD-YAP inh
> COc1ccc(/C=N/OCC(=O)NCC(F)(F)F)cc1
    -0.3 | 10 | 0.1 | 5
> Cc1nc(C)c(CCNS(=O)(=O)c2ccc3c(c2)CCCC3)s1
    0.4 | -6 | 0.3 | 7
> Cc1cc(C)cc(OCC(=O)Nc2cc(-c3nc4ncccc4o3)ccc2C)c1
    -1.1 | -4 | 0.2 | -7
> Cc1cc(N2CCCCC2)nc2ccc(NC(=O)COc3ccc(Cl)cc3)cc12
    1.2 | 12 | 1.6 | -10
> Cc1[nH]c2ccccc2c1/C=N/NC(=O)c1ccc(O)cc1O
    -0.2 | 5 | 0.0 | 5
> O=C(Nc1nnc(Cc2ccccc2)s1)C1CCC1
    0.1 | 5 | -0.1 | 2
> COc1ccc(C2CC(C(F)(F)F)n3nc(C(=O)Nc4cccc(Cl)c4C)cc3N2)cc1 (stereo not drawn)
    1.9 | -6 | -0.2 | -4
> COc1ccc(/C(O)=C2/C(=O)C(=O)N(CCC(=O)O)C2c2cccc(O)c2)cc1 (stereo not drawn)
    -0.1 | 26 | 0.1 | 4
> CC1Cc2ccccc2N1C(=O)c1cc2c(=O)n3ccccc3nc2s1 (stereo not drawn)
    0.4 | 7 | 0.2 | -8
> CC(=O)c1cccc(-c2nc3c(Nc4ccccc4)ncnc3n2C(C)C)c1
    -1.4 | 8 | -0.1 | -33
> Cn1c(=O)cc2c3c(cccc31)C(=O)c1ccccc1-2
    1.2 | 5 | 0.0 | 2
> OCCCNc1cc(-c2ccccc2F)nc(-c2ccccc2)n1
    2.5 | -87 | -0.1 | 10
> CCNC(=O)c1c(NC(=O)c2ccccc2[N+](=O)[O-])sc2c1CCCC2
    2.7 | 12 | -0.1 | 20
> COc1ccccc1NC(=O)c1c(NC(=O)c2ccccc2Cl)sc2c1CCC2
    0.8 | -2 | 0.0 | 13
